KLK7 zymogen act – proKLK7 zymogen activators, primary screen, biochemical, fluorescence intensity; Kallikrein-7 (Homo sapiens), P49862; purified proKLK7, EDANS-DABCYL substrate fluorescence; 100% is mature enzyme control, 0% vehicle; activation, % at 7 µM; 0.9% of 370,000 active;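 active = activation above the mean of all tested compounds plus 3 SD, computed per campaign excluding outliers beyond control limits, cut at about 13% in these data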
Target sequence (P49862 whole entry, looked up): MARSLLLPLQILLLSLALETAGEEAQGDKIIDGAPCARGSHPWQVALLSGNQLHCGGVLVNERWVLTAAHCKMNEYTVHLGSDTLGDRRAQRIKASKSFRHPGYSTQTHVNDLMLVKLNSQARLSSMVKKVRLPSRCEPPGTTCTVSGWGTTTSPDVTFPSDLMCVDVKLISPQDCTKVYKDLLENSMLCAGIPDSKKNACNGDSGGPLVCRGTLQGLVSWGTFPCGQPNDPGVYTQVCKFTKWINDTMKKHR
ASAP1 inh – inhibitors of human ASAP1 ArfGAP activity, primary screen, biochemical, fluorescence polarization | Arf-GAP with SH3 domain, ANK repeat and PH domain-containing protein 1 (Homo sapiens), … | ASAP1-stimulated ARF1 GTP hydrolysis, GDP FP detection | inhibition, % at 16.5 µM | 0.19% of 360,000 active | AID 624377, 2012; in the data active = inhibition above about 25%;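 note: 0% = vehicle with enzyme and substrate and 100% = no enzyme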
PLC-gamma1 inh – PLC-gamma1 enzyme inhibitors, primary screen, biochemical, fluorescence, purified enzyme; fluorogenic substrate; 0.84% of 370,000 active; AID 720700, 2013; 1-phosphatidylinositol 4,5-bisphosphate phosphodiesterase gamma-1 (Homo sapiens), P19174; inhibition, % at 12.2 µM; in the data active = inhibition above about 9.5%
ARFGAP1 inhibitor – inhibitors of rat ARFGAP1 GAP activity, primary screen, biochemical, fluorescence polarization, GDP tracer; ADP-ribosylation factor GTPase-activating protein 1 (Rattus norvegicus), Q62848; Arfgap1-stimulated ARF1 GTP hydrolysis, GDP FP detection; inhibition, % at 16.5 µM; 0.26% of 360,000 active; AID 651572, 2012;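 active = inhibition above a per-plate limit, mean inhibition of low control wells plus 3 SD, cut at about 25% in these data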;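 note: 0% = DMSO wells with enzyme and 100% = wells lacking Arfgap1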
Target sequence (Q62848 1-136 limits assumed): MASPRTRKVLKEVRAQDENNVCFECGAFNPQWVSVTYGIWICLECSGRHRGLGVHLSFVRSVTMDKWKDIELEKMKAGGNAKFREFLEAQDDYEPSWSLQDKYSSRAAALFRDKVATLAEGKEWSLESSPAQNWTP
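Assay system: purified rat His6-Arfgap1 residues 1-136 (GAP domain); Reagent: human Δ17 ARF1 bound to GTP; Dosing: 16.5 µM single point, 1.26% DMSO; Times: GTP hydrolysis reaction 2 h at 25 °C; Signal: FP, GDP Alexa 633 tracer displaced from anti-GDP antibody, 620/688 nm; Measure: % inhibition from polarization.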
PLC-beta3 inh – human PLC-beta3 inhibitors, primary screen, biochemical, fluorescence. 1-phosphatidylinositol 4,5-bisphosphate phosphodiesterase beta-3 (Homo sapiens), Q01970. Purified PLC-beta3, fluorogenic substrate. inhibition, % at 12.2 µM. 0.18% of 370,000 active. AID 720704, 2013; in the data active = inhibition above about 11%;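 note: 0% = median of compound wells on plate and 100% = full blocker control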
NR1D1 modulator – modulators of Rev-erb alpha DNA binding, primary screen, biochemical, FITC-DNA, fluorescence polarization, uHTS; Nuclear receptor subfamily 1 group D member 1 (Homo sapiens), P20393; Rev-erbα–FITC-DNA binding, 90 min; activity, % at 10 µM; 0.79% of 370,000 active; AID 1259318, 2017;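 active = activity above about 14%, limit read from the data; passing the limit was not always enough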;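 note: 0% = DMSO wells with 35 nM protein and 100% = DMSO wells with 750 nM protein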
Target sequence (P20393 whole entry, looked up): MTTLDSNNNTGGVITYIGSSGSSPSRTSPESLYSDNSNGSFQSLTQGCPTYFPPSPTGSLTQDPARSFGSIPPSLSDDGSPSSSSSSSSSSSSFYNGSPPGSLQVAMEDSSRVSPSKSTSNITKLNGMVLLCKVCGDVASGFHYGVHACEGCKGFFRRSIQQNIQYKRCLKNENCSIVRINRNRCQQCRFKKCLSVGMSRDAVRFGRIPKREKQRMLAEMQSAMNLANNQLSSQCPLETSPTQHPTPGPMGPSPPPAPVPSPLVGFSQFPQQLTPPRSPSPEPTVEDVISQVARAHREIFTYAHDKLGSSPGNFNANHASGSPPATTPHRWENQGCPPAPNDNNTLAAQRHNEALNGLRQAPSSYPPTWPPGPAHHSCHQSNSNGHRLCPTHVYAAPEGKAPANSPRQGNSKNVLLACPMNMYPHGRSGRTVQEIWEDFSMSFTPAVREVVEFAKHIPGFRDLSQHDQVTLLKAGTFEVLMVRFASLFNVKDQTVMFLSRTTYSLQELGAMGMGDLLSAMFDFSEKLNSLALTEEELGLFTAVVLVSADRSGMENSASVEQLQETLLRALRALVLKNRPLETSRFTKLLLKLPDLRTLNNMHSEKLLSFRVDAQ
UHRF1 binding – UHRF1 methylated DNA binding inhibitors, primary screen, counter-screen for MBD2 inhibitor project, biochemical, TR-FRET, human UHRF1, single concentration; E3 ubiquitin-protein ligase UHRF1 (Homo sapiens), Q96T88; UHRF1 binding to methylated oligo; inhibition, % at 4.4 µM; 0.75% of 370,000 active; in the data active = inhibition above about 21%;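 note: UHRF1 SRA domain binding a hemimethylated CpG hairpin DNA probe; 0% = median of test compound wells and 100% = reference inhibitor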
HGIII-sPLA2 inh – human group III sPLA2 inhibitors, primary screen, biochemical, QFRET, BODIPY PC-A2 liposome substrate | 0.56% of 370,000 active | inhibition, % at 12.2 µM | QFRET BODIPY PC-A2 liposome hydrolysis, fluorescence | Group 3 secretory phospholipase A2 (Homo sapiens), Q9NZ20;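 active = inhibition above mean plus 3 SD of compounds lying within the high and low control bounds, cut at about 19% in these data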;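 note: 0% = median of test compound wells and 100% = no enzyme DMSO wells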
DDE Tn7 FP inh – inhibitors of Tn7 peptide binding to fibrin DD(E), primary screen, biochemical, fluorescence polarization, human fibrin, Tn7 probe; FP displacement of FITC-Tn7 peptide from fibrin DD(E); 0% = median of compound wells per plate; inhibition, % at 8.3 µM; 0.13% of 370,000 active; AID 720508, 2013;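 active = inhibition above the mean of compounds falling within the control limits plus 3 SD of them, cut at about 14% in these data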;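 note: 0% = plate median of compound wells and 100% = 10 µM Aha-Tn7 peptide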
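Assay system: Human fibrin DD(E) protein | Medium: Tris buffer with calcium and detergent, pH 7.8 | Reagent: 0.1 µM fluorescent Tn7 | Compound dosing: Single point at 8.3 µM | Times: 10 min preincubation, 3 h with tracer, room temperature | Detection: Fluorescence polarization of the labelled Tn7 tracer | Controls: Aha-Tn7 high control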
Tn6 DDE FP – inhibitors of Tn6 peptide binding to fibrin DD(E), primary screen, biochemical, fluorescence polarization, human fibrin, Tn6 probe; Fibrinogen beta chain (Homo sapiens), P02675; inhibition, % at 8.3 µM; Fibrin DD(E) TRITC-Tn6 fluorescence polarization displacement; 0.21% of 370,000 active;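 active = inhibition above a per-campaign cutoff: mean of compounds within control limits plus 3 SD, cut at about 15% in these data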;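 note: 0% = median of all compound wells on the plate and 100% = blocking peptide control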
* marks the source's active call; other numbers are inactive results.

Start of the data: the first two entries (preview)
SMILES	KLK7 zymogen act	ASAP1 inh	PLC-gamma1 inh	ARFGAP1 inhibitor	PLC-beta3 inh	NR1D1 modulator	UHRF1 binding	HGIII-sPLA2 inh	DDE Tn7 FP inh	Tn6 DDE FP
CCOc1ccccc1C(=O)NCC(=O)NCC(c1ccco1)N1CCCCC1 (configuration not stated)	0.1	-10.5	-1.1	4.0	-0.9	-2.5	-0.7	-4.7	-0.9	-6.2
CCOc1ccc(C2=CSC3=NCCN23)cc1Cl	-0.3	11.7	0.3	-5.1	-5.1	-5.3	-4.5	-4.7	-3.3	9.6

The whole of this part, from the start:
SMILES	KLK7 zymogen act	ASAP1 inh	PLC-gamma1 inh	ARFGAP1 inhibitor	PLC-beta3 inh	NR1D1 modulator	UHRF1 binding	HGIII-sPLA2 inh	DDE Tn7 FP inh	Tn6 DDE FP
CCOc1ccccc1C(=O)NCC(=O)NCC(c1ccco1)N1CCCCC1 (configuration not stated)	0.1	-10.5	-1.1	4.0	-0.9	-2.5	-0.7	-4.7	-0.9	-6.2
CCOc1ccc(C2=CSC3=NCCN23)cc1Cl	-0.3	11.7	0.3	-5.1	-5.1	-5.3	-4.5	-4.7	-3.3	9.6
CC(NC(=O)c1cc(-c2ccncc2)nc2ccc(Cl)cc12)C1CCCO1 (configuration not stated)	-0.3	14.0	0.2	7.8	-9.9	-4.9	-0.2	3.1	-1.1	-0.3
CC(=O)c1c(C)[nH]c(C(=O)Nc2ccc(C)c(S(=O)(=O)Nc3ccc(C)cc3C)c2)c1C	0.5	7.1	-2.2	5.9	-9.9	4.7	0.0	-47.4	-4.2	-17.0
Cc1ccc(NC(=O)COC(=O)C2=COCCO2)c([N+](=O)[O-])c1	-0.5	-8.2	1.2	-2.4	-42.8	1.2	2.8	1.5	-0.7	-1.0
NC(=O)COC(=O)c1ccc(-c2ccccc2)cc1	-0.4	0.6	4.5	3.8	7.1	-2.4	4.2	7.1	0.1	-2.5
CC(=O)Nc1cccc(CP(=O)(c2ccccc2)c2ccccc2)c1	0.1	6.5	13.3*	4.9	-1.5	2.4	3.1	-2.5	-1.5	-5.9
COc1ccc(Br)cc1/C=N/N1C(=O)CSC1=S	0.6	-3.1	-7.2	-3.1	-19.8	-2.9	-7.2	2.7	1.7	-4.8
COC(=O)c1c(N)nc(C)n1-c1ccc(OC)cc1	0.7	-6.4	1.2	11.9	-9.4	-2.3	2.9	4.6	-0.2	-4.3
Cc1cccc(Oc2ncnc3oc(-c4ccccc4)cc23)c1C	-0.2	1.6	-5.4	4.6	-6.3	7.3	0.6	3.9	2.0	-7.6
O=C(CC1SC(=O)N(Cc2ccc(Cl)cc2)C1=O)Nc1nccs1 (configuration not stated)	0.1	-5.3	8.7	-5.7	6.2	-4.0	0.6	-17.5	-0.9	2.1
CN(c1ccc(C(=O)N2CCCCC2)cc1)S(=O)(=O)c1ccccc1	0.1	3.4	1.5	-1.7	2.4	-1.0	8.9	-4.0	-3.5	4.2
Nc1c(C(=O)OCC(=O)Nc2ccc(OC(F)F)cc2)[nH]c(=O)[nH]c1=O	5.2	2.4	-0.2	-3.4	-7.0	6.8	-6.2	6.6	4.0	0.4
O=c1c2ccccc2cnn1Cc1ccc(Cl)c(Cl)c1	0.6	2.5	-3.2	3.1	-8.3	1.1	-1.8	-4.3	4.5	-2.7
O=C(COC(=O)CCC(=O)c1ccc(Cl)cc1)NCc1ccc(F)cc1	0.6	-16.3	-4.2	-24.2	0.8	-6.2	-1.2	-10.9	-1.4	0.3
Cc1ccc2c(c1)N(CC(=O)N1CCN(c3ccccc3)CC1)C(=O)C(C)O2 (configuration not stated)	-0.3	-8.0	-4.1	0.2	-2.8	-6.6	0.1	0.0	5.4	-5.3
NC(=O)CC(NC(=O)c1cccc(Br)c1)c1ccc(NC2CCCCCCC2)c([N+](=O)[O-])c1 (configuration not stated)	-0.4	-2.3	4.3	-8.0	-2.6	0.0	1.9	12.3	4.5	-4.4
S=C1N(c2ccccc2)C(c2cccc3ccccc23)N2CCCN12 (configuration not stated)	0.2	-6.4	0.3	-0.4	-0.9	-3.4	-0.6	2.0	-2.4	6.5
O=C(N/N=C\c1cccnc1)c1ccccc1O	-0.2	9.1	-10.7	15.6	-12.1	4.7	-1.6	-4.9	-7.5	0.0
COc1ccccc1C(=O)N/C(=C\c1cn(S(=O)(=O)N(C)C)c2ccccc12)C(=O)N1CCCC1	0.2	-3.4	-0.5	-4.3	-13.1	1.1	7.0	5.6	5.2	0.7
Cc1ccc(NC(=O)C2(C)CCN2C(C)C)cc1C (configuration not stated)	-1.0	0.4	-0.1	-9.5	5.8	0.5	0.2	1.1	-11.6	4.4
O=C1NC(Cc2ccc(O)cc2)c2nc3cc(Cl)ccc3c(=O)n2-c2ncccc21 (configuration not stated)	0.7	10.2	2.3	1.2	0.9	-6.5	-0.4	-11.9	-11.9	9.1
COc1cccc(C(c2ccccc2)N2C3CCC2CN(S(=O)(=O)c2ccc(F)cc2)CC3)c1 (configuration not stated)	-0.6	2.7	-0.5	-2.9	-7.4	-2.2	1.1	0.6	-3.0	-0.7
CCOC(=O)CN1C(=O)N(c2ccc(OC)cc2)[C@H]2CC3c4ccccc4C[C@]3(C)[C@@H](C(=O)N(C)C3CCCCC3)C[C@H]21 (some centres not stated)	0.5	-4.0	1.9	9.2	-0.6	-1.0	-1.1	0.5	6.4	-5.2
Fc1cccc(NC(=S)N2CCc3ccccc32)c1	-0.3	11.4	0.4	6.8	-8.6	-5.6	1.9	2.4	5.5	-0.9
CCOc1ccc2ccccc2c1/C=N/NC(=O)CNC(=O)C(c1ccccc1)c1ccccc1	-12.9	10.1	-1.9	6.2	-6.8	3.2	3.9	-3.9	-1.5	-7.5
Cc1ccc2nc(-c3cccc(Br)c3)cc(C(=O)NC3=NCCS3)c2c1	-4.1	-9.5	-0.3	13.0	-11.9	1.9	-0.4	-0.7	-4.1	-1.4
CC(OC(=O)c1ccco1)C(=O)Nc1ccc(C(F)(F)F)cc1 (configuration not stated)	0.2	0.9	12.1*	-15.1	-2.4	-4.6	2.3	-4.5	-4.0	6.3
COc1ccc(C)cc1NC(=O)NNC(=O)C(C)Oc1ccc([N+](=O)[O-])cc1 (configuration not stated)	-0.5	3.1	6.4	-2.5	-4.8	6.4	0.6	-28.0	-2.3	-3.6
CCN(CC)c1ccc([N+](=O)[O-])cc1C(=O)N1CCOCC1	0.7	-7.3	1.5	3.1	4.7	-1.4	-1.5	3.2	-5.6	9.8
CCCOc1ccc(C(=O)CCCC(=O)c2ccc(OCCC)cc2)cc1	0.4	-12.0	1.6	-12.4	-4.7	-1.7	4.0	-2.4	1.1	4.8
CCOC(=O)NC(CC(=O)O)c1ccc(OC)c(OC)c1 (configuration not stated)	0.4	13.0	1.1	-8.8	3.3	-4.7	-1.1	-0.2	1.4	3.9
COc1ccc(S(=O)(=O)N2CCOCC2)cc1NC(=O)COc1ccccc1OC	-0.3	12.3	0.9	9.0	-5.3	0.2	-1.4	0.3	-6.9	6.5
Cc1nn(CC(=O)Nc2ccccn2)c(=O)c2ccccc12	0.0	12.6	1.5	4.8	4.3	0.2	0.9	2.0	7.0	2.5
CC(C)N(C(=O)COC(=O)[C@H](C)NC(N)=O)c1ccccc1	-0.4	-0.4	2.4	-0.8	-3.7	3.0	-0.3	0.7	0.5	-0.2
O=C(COc1ccc(Br)cc1CNC1CCCCC1)NCCc1ccccc1	-0.2	8.4	2.0	5.1	-5.7	3.9	-1.3	3.5	-3.4	7.9
O=C(O)/C=C/C(=O)NCC1CCC(CNC(=O)/C=C/C(=O)O)CC1 (configuration not stated)	0.0	-5.4	3.3	4.2	-3.8	-2.2	0.1	7.3	-1.0	0.9
CN(C)c1nc2c(c(=O)[nH]c(=O)n2C)n1Cc1ccccc1Br	-0.1	11.6	11.3*	6.7	10.6	3.6	2.6	0.5	4.0	-0.9
CC(=O)Nc1ccc2c(c1)C(=O)N(c1ccc(C)cc1)C2=O	-0.4	-6.0	-2.0	-7.0	-2.6	1.1	-2.1	-2.5	-0.6	0.2
Cc1nn(Cc2ccccc2)c(C)c1C(=O)NCCN1C(=O)S/C(=C\c2ccc(F)cc2)C1=O	-0.3	-5.2	0.8	1.6	2.1	-2.9	-1.8	6.5	1.6	-3.2
CSc1nc(=O)n2cc(C)ccc2n1	0.0	-13.8	-3.8	4.0	2.1	-0.1	0.2	-0.7	-0.2	6.4
Cc1ccccc1OCC(O)CN(Cc1ccccc1O)C1CCCCC1 (configuration not stated)	0.1	0.1	4.2	2.0	-2.5	-6.1	3.0	-4.2	3.3	6.4
O=c1c(Br)c(N2CCCC2)cnn1-c1ccccc1	-0.4	-1.5	5.2	-5.6	8.5	5.0	5.4	3.7	-5.6	1.9
CC1CCCC(NC(=O)CSc2nccn2C)C1C (configuration not stated)	0.5	0.7	-1.4	0.2	-0.5	-3.5	1.5	0.0	2.9	-9.7
CNC(=O)CSc1nnc(NC(=O)C2CC(=O)N(c3ccccc3OC)C2)s1 (configuration not stated)	-0.3	-12.8	2.0	5.9	1.3	-4.2	0.8	4.1	-9.5	-8.5
CCOC(=O)c1nn(-c2ccc(Cl)cc2)c2nc(CC)c(C#N)c(=O)n12	10.8	3.9	-40.7	1.2	-61.6	33.2*	-3.0	-0.9	-9.7	4.4
Cc1ccc2c(c1)C(C)(C)[C@]1(C)NC(=O)CCN21	-0.6	-2.3	5.4	-0.6	-0.4	1.1	-0.6	5.4	1.8	4.0
O=C1CC(N2CCN(Cc3ccc4c(c3)OCO4)CC2)C(=O)N1c1cccc2ccccc12 (configuration not stated)	0.4	-4.4	0.4	1.5	-3.5	2.1	-1.3	-13.4	6.3	5.7
O=C(CCC(=O)N1CCCC1)N1CCCC1	0.4	-9.4	-2.3	3.1	-8.7	-7.7	8.1	5.5	4.5	6.6
CC1=CCn2c(=O)c3ccccc3c(=O)n2C1	-0.2	14.6	10.7*	6.8	1.4	1.6	2.2	-0.4	-7.2	-2.9
COc1cc(C(=O)OCC(C)=O)cc(NC(=O)c2ccco2)c1OC	0.0	-2.1	-3.0	1.8	-12.7	-2.2	1.3	9.0	13.2	3.8

Screening results deposited in PubChem by several laboratories.
